Runt-SMMHC FRET – inhibitors of RUNX1 Runt–CBFb-SMMHC binding, primary screen, biochemical, FRET, Cerulean-Runt, Venus-CBFb-SMMHC, uHTS. Runt-related transcription factor 1 (Homo sapiens) + Core-binding factor subunit beta …. inhibition, % at 20 µM. 220,000 compounds, 0.74% hits. Cerulean-Runt/Venus-CBFb-SMMHC FRET ratio 530/480, 1 h. AID 1434, 2008;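 active = mean inhibition across duplicate retests at 20 µM reaching about 50%, limit read from the data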;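 note: 0% = DMSO wells and 100% = wells with excess untagged CBFb-SMMHC; inhibitors lower the FRET ratio by blocking Runt binding to CBFb-SMMHC; some results filed as inactive read as strong as hits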
L929 necroptosis – inhibitors of zVAD-triggered necroptosis, primary screen, L929 cells; L929 zVAD necroptosis rescue, ATP luminescence, 24 h; with zVAD 60 µM; viability rescue, % at 10 µM; 220,000 compounds, 0.38% hits;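 active = activation, scaled between plate controls, above about 75%, limit read from the data; inactive = activation under that limit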;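 note: 0% = zVAD with DMSO and 100% = DMSO alone without zVAD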
MDM2 E3 inh – MDM2-luciferase reporter signal enhancers, primary screen, MDM2 E3 ligase inhibitor project, cell-based, luminescence, 1536-well. cell-based MDM2 ubiquitination luciferase reporter, 2 h; 0 = plate control, 100 = twice control, blank-subtracted. E3 ubiquitin-protein ligase Mdm2 (Homo sapiens), Q00987. 210,000 compounds, 0.11% hits. signal enhancement, % at 5 µM;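 active = signal enhancement of 30% or more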;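 note: luminescence tracks abundance of the self-degrading MDM2-luciferase fusion protein; higher signal means inhibition of MDM2 E3 ligase activity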
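Assay system: stable mammalian line carrying autodegrading MDM2–luciferase fusion reporter; Input: 2000 cells in each well; Compound dosing: single-point 5 µM; Schedule: 2 h compound exposure at 37 °C; Signal: SteadyLite luciferase luminescence after 15 min room-temperature reagent incubation; Evaluation: % luminescence enhancement versus blank-corrected plate control mean; Benchmarks: plate controls and plate blanks.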
Runt-CBFb FRET – inhibitors of RUNX1 Runt–CBFb binding, primary screen, biochemical, FRET, Cerulean-Runt, Venus-CBFb, uHTS; inhibition, % at 20 µM; Cerulean-Runt/Venus-CBFb FRET ratio 530/480, 1 h; 220,000 compounds, 0.46% hits;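 active = inhibition over about 50% at 20 µM in the single-dose screen, limit read from the data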;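 note: 0% = DMSO wells and 100% = excess unlabeled CBFb competitor control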
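Measured by: fluorescence energy transfer, 422 nm excitation, 530/480 nm emission; test system: Cerulean-tagged RUNX1 Runt domain (FRET donor) fusion protein; buffer or medium: Tris pH 7.5 buffer with BSA; compound: one dose, 20 µM compound, 1% DMSO; times: two 1 h room-temperature incubations shielded from light; benchmarks: unlabeled CBFb 5 µM, positive control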
Hck-Nef inh – inhibitors of Nef-activated human Hck kinase, primary screen, biochemical, Z-Lyte FRET, 384-well, Hck-YEEI; Recombinant Hck-YEEI plus Nef, Z-Lyte FRET kinase assay; inhibition, % at 20 µM; 220,000 compounds, 0.68% hits;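 active = Hck-Nef kinase inhibition above about 50%, limit read from the data; inactive = inhibition below that limit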;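 note: 0% = DMSO with Hck plus Nef and 100% = Hck alone without Nef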
EBV gp42 inh – Epstein-Barr virus gp42 inhibitors, primary screen, biochemical, uHTS, fluorescence polarization. Glycoprotein 42 (Epstein-Barr virus (strain AG876)), Q1HVG2. Fluorescence polarization binding assay, mP read-out. inhibition, % (tested at 21.74 µM). 220,000 compounds, 0.42% hits. AID 1085, 2008; in the data active = inhibition above about 50%
Target sequence (Q1HVG2 whole entry, looked up): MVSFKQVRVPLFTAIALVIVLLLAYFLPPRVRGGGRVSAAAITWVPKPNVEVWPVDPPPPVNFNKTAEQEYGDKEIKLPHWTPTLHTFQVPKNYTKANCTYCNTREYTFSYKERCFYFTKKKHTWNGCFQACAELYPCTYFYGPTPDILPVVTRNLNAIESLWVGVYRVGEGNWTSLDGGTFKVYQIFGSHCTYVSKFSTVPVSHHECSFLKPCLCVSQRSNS
p47phox inh – p47phox/p22phox peptide binding inhibitors, primary screen, biochemical, uHTS, NADPH oxidase regulatory subunit; Neutrophil cytosol factor 1 (Homo sapiens), P14598; fluorescence polarization, 2 h; inhibition, % at 24.7 µM; 220,000 compounds, 0.53% hits; AID 1274, 2008;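 active = inhibition above about 30%, limit read from the data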;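 note: 0% = p47phox with labelled peptide and 100% = labelled peptide alone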
Target sequence (P14598 whole entry, looked up): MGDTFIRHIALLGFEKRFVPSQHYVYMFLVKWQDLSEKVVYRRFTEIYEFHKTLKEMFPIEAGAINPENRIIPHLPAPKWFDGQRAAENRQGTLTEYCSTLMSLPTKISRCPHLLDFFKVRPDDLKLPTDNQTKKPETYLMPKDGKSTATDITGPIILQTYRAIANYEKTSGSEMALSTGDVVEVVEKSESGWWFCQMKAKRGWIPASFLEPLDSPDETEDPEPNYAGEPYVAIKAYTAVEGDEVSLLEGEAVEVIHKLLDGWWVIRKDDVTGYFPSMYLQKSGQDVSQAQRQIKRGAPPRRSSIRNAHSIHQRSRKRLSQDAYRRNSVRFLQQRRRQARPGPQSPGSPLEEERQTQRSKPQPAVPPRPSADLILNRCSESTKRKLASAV
TbHK1 inh – Trypanosoma brucei hexokinase 1 inhibitors, primary screen, biochemical, G6PDH-coupled NADH absorbance, MLSCN library. recombinant TbHK1, G6PDH-coupled NADH A340. inhibition, % at 10 µM. 220,000 compounds, 0.11% hits. AID 1430, 2008;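 active = inhibition of 50% or more in the single-dose primary screen; inactive = inhibition below 50%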
14-3-3 Bad inh – inhibitors of 14-3-3 zeta/Bad binding, primary screen, biochemical, TR-FRET, bovine 14-3-3 zeta; 14-3-3 protein zeta/delta (Bos taurus), P63103; TR-FRET 14-3-3zeta/Dy647-pBad peptide displacement, 1 h; inhibition, % at 21.7 µM; 220,000 compounds, 0.71% hits; AID 781, 2007;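 active = inhibition above about 70%, limit read from the data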;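 note: 0% = full 14-3-3 plus peptide FRET controls and 100% = background without 14-3-3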
Target sequence (P63103 whole entry, looked up): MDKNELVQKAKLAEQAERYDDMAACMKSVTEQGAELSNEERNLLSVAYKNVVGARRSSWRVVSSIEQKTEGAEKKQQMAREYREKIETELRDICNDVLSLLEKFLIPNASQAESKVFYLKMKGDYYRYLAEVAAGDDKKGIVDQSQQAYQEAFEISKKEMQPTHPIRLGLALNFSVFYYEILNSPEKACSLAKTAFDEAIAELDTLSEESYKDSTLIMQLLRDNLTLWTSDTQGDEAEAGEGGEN
* marks the source's active call; other numbers are inactive results; . = no result given; [ ] = remark or other dose.

Compound | Runt-SMMHC FRET | L929 necroptosis | MDM2 E3 inh | Runt-CBFb FRET | Hck-Nef inh | EBV gp42 inh | p47phox inh | TbHK1 inh | 14-3-3 Bad inh
Cc1c(Br)c([N+](=O)[O-])nn1CCCC(=O)Nc1sc2c(c1C(N)=O)CCC(C)C2 (stereo not given) | -3 | 2.0 | -4 | 6 | 4 | 2 | -16 | 35 | -20
CCCCNC(=S)NCc1ccc2[nH]c(C)cc2c1 | -4 | . | . | -1 | -2 | -7 | -9 | -2 | -4
O=C(O)CCc1ccc(-c2ccc(Cl)cc2)o1 | 29 | -0.1 | -10 | 34 | -2 | -21 | -12 | -4 | -2[fluorescence artefact?]
C/C(=N\NC(=O)c1ccn(C)n1)c1cccc(NC(=O)c2ccc(C)s2)c1 | 4 | 13 | -9 | -2 | 3 | -8 | -37 | 2 | -6
CCOC(=O)C1C(=O)NC(c2ccccc2)=NC1c1ccc(Cl)cc1 (stereo not given) | 2 | -0.5 | 2 | 0 | -1 | 5 | -3 | -4 | -7
Nc1cc(Cl)ccc1Oc1ccc(Cl)cc1 | 3 | 0.0 | -14 | . | 0 | -4 | -10 | 2 | 80*
CCO/N=C1\C(=O)N(c2ccccc2)c2ccccc21 | -3 | 0.6 | 0 | 0 | 23 | 1 | -13 | -4 | -8
COc1ccc(NC(=O)c2ccc(COCC(F)(F)C(F)F)cc2)cc1 | 2 | 1.5 | -11 | 0 | 2 | -5 | -2 | -5 | 6
COc1ccc(OCc2n[nH]c(=S)n2N)cc1 | 17 | 3.1 | -12 | 28 | 33 | -26 | 1 | -4 | 1
COC(=O)C1=C(N)c2ccccc2C1(C#N)c1ccccc1 (stereo not given) | -4 | -0.4 | -9 | 2 | -1 | 5 | 4 | -28 | 5
Cc1ccc(-n2[nH]c(C)c(C=Nc3ccc(S(=O)(=O)Nc4nccs4)cc3)c2=O)cc1C | -2 | -0.2 | -13 | -8 | 1 | 18 | -8 | -11 | 6
CC(C)N(C(=O)CSc1ncnc2sc(-c3ccccc3)cc12)C(C)C | -2 | 1.2 | -20 | -4 | -2 | -18 | -37 | -7 | -9
COc1ccc(-c2csc(-c3[nH]cnc3N)n2)cc1 | -1 | 65 | 6 | -1 | 20 | -15 | -5 | -18 | -15
CCn1c(SCC(=O)Nc2cc(C)on2)nc2sc3c(c2c1=O)CCCC3 | -7 | -1.1 | . | 1 | 53* | -23 | -27 | -10 | 8[fluorescence artefact?]
CC1CCCN(c2ccc(F)cc2N)C1 (stereo not given) | -8 | 11 | 5 | 0 | 21 | -20 | -1 | 0 | -1
CCN(CC)C(=O)N1CCC(NC(=O)c2ccc(C(C)(C)C)cc2)CC1 | 0 | 2.9 | . | -1 | -1 | -18 | -4 | -3 | -12
CC(NC(=O)c1ccc(Cl)cc1)C(=O)NC1=NCCS1 (stereo not given) | 0 | 0.0 | 4 | -5 | 2 | -5 | 0 | 12 | -4
Cn1cc(Br)c(C(=O)NC2CCCCC2)n1 | 0 | 0.1 | -25 | -1 | 0 | -1 | -9 | 0 | 10
CCOC(=O)c1c(C)oc2c1c(C(c1ccncc1)N1CCOCC1)c(O)c1ccccc12 (stereo not given) | -2 | 0.7 | 8 | 12 | 117* | 15 | -11 | 0 | 44
CC(C)C(NC(N)=O)C(=O)NC1CCCCC1 (stereo not given) | 0 | 1.4 | -18 | 0 | 24 | -8 | 7 | 5 | -6
O=C(CCc1ccc(S(=O)(=O)N2CCOCC2)cc1)N/N=C/c1ccc(F)cc1F | 3 | 2.8 | -7 | 1 | 19 | 2 | 0 | -8 | -3
CC1SC(C)C(=O)N(CC(=O)NC2CCCCC2)C1=O (stereo not given) | -3 | 1.5 | -15 | 0 | 18 | 0 | -4 | -1 | -9
C=CCNC(=O)/C(C#N)=C/c1ccc2c(c1)OCCO2 | -4 | 0.3 | 2 | 0 | -14 | 5 | 0 | -16 | 5
NC(=O)c1ncc(C(F)(F)F)cc1Oc1cccc(C(F)(F)F)c1 | -3 | 0.5 | -14 | 1 | 0 | -4 | 9 | 1 | 0
CC(=O)NS(=O)(=O)c1ccc(NC(=O)CSc2ccc(C)cc2)cc1 | -1 | 1.9 | 3 | 5 | 0 | 4 | -12 | 0 | 0
CSc1nsc(SC)c1C(=O)NCCNS(=O)(=O)c1ccc(C)cc1 | 6 | -0.3 | 7 | 4 | -1 | -20 | -5 | 13 | -8
COCCCn1c(SCC(=O)Nc2cccc(C)n2)nnc1-c1ccco1 | 2 | -0.2 | -9 | 1 | 1 | -11 | -2 | 1 | -10
CCN(CC)S(=O)(=O)c1ccc2[nH]cc(C(=O)NCCc3ccccc3)c(=O)c2c1 | -4 | 1.0 | -4 | -1 | 1 | 3 | -8 | 4 | 6
COC(=O)C1=NN(C(=O)c2ccc(C)cc2)C(O)(c2ccc(Cl)cc2)C1 (stereo not given) | -9 | 0.4 | -2 | -2 | 0 | -14 | -12 | 8 | -6
Cn1c2c(c(=O)n(C)c1=O)CN(Cc1ccc3c(c1)OCO3)CN2 | -3 | 0.1 | -6 | -1 | -1 | 4 | -4 | 2 | 0[fluorescence artefact?]
COc1ccccc1/C=C/C(=O)Nc1ccc2c(c1)CCC2 | 2 | 8.1 | -15 | 1 | 0 | -44 | -41 | -15 | 3
COC(=O)[C@@]1(Cc2ccc(OC)cc2)[C@@H]2C(=CC(=O)[C@H]2CC(=O)C(=O)N2CCCC2)CN1C(=O)c1ccccc1 | 3 | 0.9 | . | -3 | 1 | -13 | -16 | -1 | -4
CC(C)(C)NNC(=S)Nc1cccc(C(F)(F)F)c1 | 0 | -0.3 | -5 | 0 | 19 | -27 | -13 | -7 | -2
CCc1sc(C(=O)NCc2cc(C)n(C)n2)cc1Br | -3 | 2.1 | -14 | 40 | 5 | -5 | 0 | 0 | -3
O=C(O)c1cccnc1 | -3 | 2.5 | . | 1 | -7 | -3 | -3 | -3 | 15
CC1=CC2=NC(=O)CC(C)(C(=O)N(CC(=O)NC(C)C)C3CCCC3)N2C=C1 (stereo not given) | -2 | 3.9 | -1 | 0 | 26 | -6 | -9 | -1 | 9
CCOC(=O)CC(=O)CSc1nc2ccc(C)cc2cc1C#N | -47 | 0.1 | -2 | 11 | 2 | 26 | 0 | -7 | -5
C=CCN(CC=C)S(=O)(=O)c1ccc2nc(NC(=O)C3CCCO3)sc2c1 (stereo not given) | -17 | 0.7 | 6 | -8 | 1 | 0 | -8 | 35 | -9[fluorescence artefact?]
O=C1CCC2CCCCC2(O)O1 (stereo not given) | 3 | 0.1 | -16 | 1 | 1 | 5 | -7 | 5 | -5
CC(Sc1nc(-c2ccccc2)cs1)C(=O)Nc1ccc(Cl)cn1 (stereo not given) | -2 | -0.1 | -7 | -1 | 5 | -32 | -111 | 1 | -3
COc1ccccc1NS(=O)(=O)c1cc(NC(=O)C2CCC2)ccc1N1CCCCC1 | 2 | -0.7 | -3 | 20 | -20 | -9 | -10 | -5 | 3
Clc1ccc(-n2nnc(-c3cccnc3Cl)n2)cn1 | -2 | 0.2 | . | -2 | -3 | -7 | -10 | 7 | -5
CCOC(=O)Cn1c(=O)cc(C)c2ccccc21 | -4 | 0.4 | -6 | 1 | -3 | 0 | -2 | -3 | 0
CCCCOC(=O)CSc1nnc(-c2ccc(Cl)cc2Cl)o1 | -15 | 0.8 | -20 | -4 | 1 | 2 | -13 | 2 | 11
Cc1ccc(OCc2nc(C#N)c(N3CCCCC3)o2)cc1 | -4 | -1.1 | -5 | 0 | -6 | -2 | 5 | -3 | -4
O=C(/C=C\c1ccc2c(c1)OCO2)CC1(O)C(=O)Nc2ccccc21 (stereo not given) | 0 | -0.2 | . | 1 | 28 | -6 | -17 | -55 | 3
Cc1cc(-c2n[nH]c(=S)n2Cc2ccccc2)cs1 | 10 | 0.6 | -2 | 4 | 6 | 4 | 41* | 1 | 12[fluorescence artefact?]
CCOC(=O)NC(Nc1sc2c(c1C(N)=O)CCCC2)(C(=O)OCC)C(F)(F)F (stereo not given) | 3 | 0.1 | -11 | 3 | 5 | -1 | -15 | -2 | -1
O=C(NCc1ccc(F)cc1)C1CC(=O)N(CCc2ccccc2)C1 (stereo not given) | -2 | 1.5 | 3 | -1 | 2 | -3 | -16 | 0 | 5[fluorescence artefact?]
O=C1c2ccccc2S(=O)(=O)c2cc(C(=O)N(c3ccccn3)c3ccccn3)ccc21 | -1 | -0.7 | -8 | 2 | 0 | -9 | -5 | -3 | 0
COc1ccc(-c2nc(C#N)c(NCc3ccco3)o2)cc1 | 1 | 1.2 | -6 | -1 | -2 | 9 | -3 | -13 | -7
CC1=C(C)CC(C(=O)Nc2nc(-c3ccc(C)cc3C)c(C)s2)C(C(=O)O)C1 (stereo not given) | -1 | 0.9 | -11 | -1 | -4 | 1 | 8 | -7 | -6
CCOc1ccc(OCCOCCN2CCc3ccccc3C2)cc1 | 1 | 0.4 | -14 | 1 | 0 | -7 | 0 | 11 | 70
C=COCCNC(=O)Nc1ccc(Cl)cc1Cl | 0 | 0.1 | -5 | 0 | 8 | -17 | -4 | -1 | 3
Cn1c(=O)n(CC#N)c2ccccc21 | -2 | -0.4 | -4 | -2 | 1 | -16 | -4 | 0 | -4

Random excerpt: 2 records from the list
Compound | Runt-SMMHC FRET | L929 necroptosis | MDM2 E3 inh | Runt-CBFb FRET | Hck-Nef inh | EBV gp42 inh | p47phox inh | TbHK1 inh | 14-3-3 Bad inh
Cn1c(=O)n(CC#N)c2ccccc21 | -2 | -0.4 | -4 | -2 | 1 | -16 | -4 | 0 | -4
O=C(NCc1ccc(F)cc1)C1CC(=O)N(CCc2ccccc2)C1 (stereo not given) | -2 | 1.5 | 3 | -1 | 2 | -3 | -16 | 0 | 5[fluorescence artefact?]

Record cards, as listed above:
C=COCCNC(=O)Nc1ccc(Cl)cc1Cl reads Runt-SMMHC FRET: 0; L929 necroptosis: 0.1; MDM2 E3 inh: -5; Runt-CBFb FRET: 0; Hck-Nef inh: 8; EBV gp42 inh: -17; p47phox inh: -4; TbHK1 inh: -1; 14-3-3 Bad inh: 3
CCOC(=O)NC(Nc1sc2c(c1C(N)=O)CCCC2)(C(=O)OCC)C(F)(F)F (stereo not given) reads Runt-SMMHC FRET: 3; L929 necroptosis: 0.1; MDM2 E3 inh: -11; Runt-CBFb FRET: 3; Hck-Nef inh: 5; EBV gp42 inh: -1; p47phox inh: -15; TbHK1 inh: -2; 14-3-3 Bad inh: -1

Source: PubChem
